High-throughput results (PubChem BioAssay)
HDAC3 inhib: blocks human histone deacetylase 3; recombinant HDAC3, fluorogenic peptide/trypsin coupled, fluorescence; 320,000 compounds, 0.15% hits; inhibition, % at 8.3 µM; in the data active means inhibition above about 26%, passing the limit was not always enough
Target sequence (O15379 whole entry, looked up): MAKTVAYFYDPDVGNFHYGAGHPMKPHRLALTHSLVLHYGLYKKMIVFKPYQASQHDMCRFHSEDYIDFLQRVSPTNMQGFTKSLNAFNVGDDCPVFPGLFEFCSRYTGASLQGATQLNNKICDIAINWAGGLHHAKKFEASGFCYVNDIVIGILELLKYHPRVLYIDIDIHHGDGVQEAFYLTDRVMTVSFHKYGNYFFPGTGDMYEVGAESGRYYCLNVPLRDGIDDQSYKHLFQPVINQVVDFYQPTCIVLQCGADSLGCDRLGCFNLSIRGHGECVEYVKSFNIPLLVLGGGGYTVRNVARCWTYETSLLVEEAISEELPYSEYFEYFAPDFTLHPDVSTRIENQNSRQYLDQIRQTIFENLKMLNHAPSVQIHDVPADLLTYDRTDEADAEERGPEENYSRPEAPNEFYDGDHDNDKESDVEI
HSF1 inh: HSF1 inhibition; NIH3T3-HGL HSE-luciferase, MG132-induced, luminescence 8 h; active compounds read low; activity change, negative = inhibition, % at 7.5 µM (by protocol); 300,000 compounds, 0.77% hits;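 active means more than half of replicate wells show activity change below -50%, luminescence cut by over half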;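 further: luciferase reports HSF-1 transcriptional activity via heat shock element; 0% = median of DMSO wells and -100% = zero luminescence signal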
HSP90 refold inh: HSP90 refolding inhibition in rabbit reticulocyte lysate; luciferase refolding luminescence, 3 h; inhibition, % at 5.6 µM; 290,000 compounds, 0.91% hits;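 active means inhibition above the screen-wide mean plus 3 SD, computed separately per campaign, cut at about 16% in these data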;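 further: 0% = DMSO wells and 100% = 60 µM geldanamycin wells; inhibitors lower the luminescence because luciferase stays unfolded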
HIF activator: HIF pathway transcriptional activation | U2OS HRE-luciferase reporter, luminescence; normalized: DMSO 0%, desferrioxamine 100% | activation, % at 7.5 µM (by protocol) | 300,000 compounds, 0.32% hits | AID 1910;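 active means mean activation of at least 10% of the iron chelator positive control signal, with at least half of replicates also reaching 10%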
IEC-6 tox: IEC-6 cytotoxicity, counter-screen for KLF5 inhibitors | inhibition, % at 5 µM | 290,000 compounds, 0.78% hits | luminescence viability; in the data active means inhibition above about 22%;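 further: 0% = plate median of test compound wells and 100% = cytotoxic reference compound wells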
aSyn UTR inh: 5' untranslated region of α-synuclein, MLPCN primary screen | alpha-synuclein 5'UTR reporter, inhibitor activity | inhibition, % (tested at 7.5 µM) | 300,000 compounds, 0.82% hits | AID 1813; in the data active means inhibition above about 60%;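 further: H4 neuroglioblastoma cells stably carrying SNCA 5'UTR luciferase fusion; 0% = DMSO wells and 100% = positive control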
Platelet DG rel: platelet dense granule release activity. human platelet-rich plasma, SFLLRN dense granule ATP release, luminescence. inhibition, %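 (compounds screened at 7.5 µM in platelet-rich plasma)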. 300,000 compounds, 0.22% hits. AID 1663;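 active means mean replicate score, as percent of positive control, at or above 50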
HSF1 activator: increases HSF-1 driven luciferase reporter signal; NIH3T3-HGL HSF-1 luciferase reporter, MG132, 8 h; 100% = twice DMSO control signal; activation, % at 9 µM; 300,000 compounds, 1.7% hits;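 active means mean replicate activation of at least 50% with a set share of replicates each reaching 50%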;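 further: 0% = median of the neutral control wells and 100% = twice that signal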
KLF5 inhibitor: inhibitors of KLF5 expression. AID 1700. DLD-1 KLF5 promoter-luciferase reporter, luminescence. 290,000 compounds, 0.23% hits. inhibition, % at 5 µM;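 active means inhibition above a per-plate limit of that plate's mean compound inhibition plus 3 SD, cut at about 60% in these data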;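 further: 0% = DMSO wells and 100% = LY294002 at 200 µM; higher means less KLF5 promoter-driven luciferase light; inactives centre near -14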
AI-2 QS mod: modulates the Vibrio harveyi AI-2 quorum sensing system. activity change, % at 7.5 µM. 300,000 compounds, 0.4% hits. Vibrio harveyi JMH597 AI-2 luminescence/OD600 ratio, 9 h; active compounds read low; strain lacks LuxN and CqsS sensors; 0 = neutral-control median; in the data active means activity change below about -75%, passing the limit was not always enough;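 further: luminescence divided by OD600 gain over 9 h not by final OD600 alone; inactives centre near 13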
* hit, by the source's call; . = no result given.

#1 O=C(CSc1ncnc2c1cnn2CCc1ccccc1)Nc1cccc(C(F)(F)F)c1
#2 CN(C(=O)Cn1cc(C#N)c2ccccc21)c1ccccc1
#3 O=C(NC1CCCC1)c1cc2c(ccc3ccccc32)o1
#4 O=[N+]([O-])c1ccc(C2=NCCO2)cc1
#5 CC1(C)CC2(CC(c3cccs3)c3cc(Cl)c(O)cc3O2)NC(=S)N1 (centres undefined)

Compound	1	2	3	4	5
HSP90 refold inh	4.1	4.0	7.6	3.6	-1.1
KLF5 inhibitor	-11.3	3.4	-186.0	-50.9	2.1
HSF1 inh	14.5	-7.7	20.3	-2.6	-1.7
IEC-6 tox	-3.1	9.6	2.1	-1.6	-3.9
Platelet DG rel	-1.3	6.3	-13.9	-7.8	4.7
AI-2 QS mod	33.1	29.0	14.9	43.4	16.3
HIF activator	0.1	-0.1	2.3	-38.0	0.5
aSyn UTR inh	-32.8	18.0	-202.3	-32.6	-9.5
HSF1 activator	32.3	-8.0	21.6	-1.9	2.4
HDAC3 inhib	-2.3	1.0	-5.7	1.6	11.5

#6 COc1ccc(C(=O)N/C(=C\c2cccs2)C(=O)N2CCN(C)CC2)cc1OC
#7 Cc1nc(SCC(=O)Nc2ccccc2)c2oc3ccccc3c2n1
#8 CCOC(=O)C1=NNC(C(=O)c2ccc(C)cc2)C1c1ccc(C)cc1 (centres undefined)
#9 Cc1ccc(-n2nc3ccc(N)cc3n2)cc1C
#10 CC(C)(C)OCC(O)CN1CCN(C(=O)c2ccccc2)CC1 (centres undefined)

Compound	6	7	8	9	10
HSP90 refold inh	-3.3	-4.3	-3.3	3.5	1.2
KLF5 inhibitor	4.1	-12.3	-11.2	-38.3	-35.9
HSF1 inh	0.0	-2.1	17.6	16.9	-2.4
IEC-6 tox	3.5	-5.1	-5.2	4.9	-1.1
Platelet DG rel	-5.2	-0.7	12.9	-6.2	3.0
AI-2 QS mod	21.5	17.5	19.2	7.5	-1.4
HIF activator	-29.6	-0.5	-0.5	0.1	-0.8
aSyn UTR inh	2.6	-18.0	15.9	12.3	15.6
HSF1 activator	9.9	-4.1	23.5	9.2	9.5
HDAC3 inhib	0.5	1.7	0.8	-0.7	-4.8

#11 CSc1ccccc1NC(=O)CN(c1ccccc1)S(=O)(=O)N(C)C
#12 Nn1c(SCc2cccc(C(F)(F)F)c2)nnc1-c1ccco1
#13 C=CCN=C(NC#N)SCC(=O)NC(C)(C)C
#14 O=C(c1ccc(Oc2ccc([N+](=O)[O-])cc2)cc1)N1CCCCCC1
#15 O=C(CC1=NC2(CCCC2)Cc2ccccc21)N1CCOCC1

Compound	11	12	13	14	15
HSP90 refold inh	4.7	5.1	-2.5	1.8	3.4
KLF5 inhibitor	-27.4	21.1	-3.3	-22.9	5.2
HSF1 inh	3.7	4.3	8.1	-4.0	5.1
IEC-6 tox	-2.2	7.2	5.8	5.8	6.6
Platelet DG rel	-15.7	2.1	-15.6	-3.1	-5.5
AI-2 QS mod	16.5	-21.2	-4.3	-56.2	2.1
HIF activator	-0.2	0.6	-0.2	0.6	.
aSyn UTR inh	13.9	-18.6	-21.1	-9.5	-2.9
HSF1 activator	-16.3	26.6	23.3	17.2	2.3
HDAC3 inhib	3.4	1.8	7.2	4.5	4.2

#16 CCOC(=O)c1cnn(CCOC(=O)c2ccc(OC)cc2)c1NC(=O)c1ccc(OC)cc1
#17 COc1ccc2oc(C(=O)N(C)CCOc3ccccc3)c(C)c2c1
#18 COC(=O)c1sc(NC(=O)CSc2nnnn2-c2cccc(OC)c2)nc1C
#19 Cc1ccc(-c2nnc(CSc3nc(C)nc4sc(C)c(C)c34)o2)cc1
#20 Cn1c(=O)c(/C=C/c2ccc(F)cc2)nc2ccccc21

Compound	16	17	18	19	20
HSP90 refold inh	-4.4	10.5	20.4*	.	8.1
KLF5 inhibitor	-21.9	-36.1	-105.5	.	9.9
HSF1 inh	-6.3	-5.6	-2.0	-3.1	45.6
IEC-6 tox	0.4	-0.3	0.8	.	10.0
Platelet DG rel	-12.1	31.1	0.7	10.8	-18.0
AI-2 QS mod	41.3	16.1	22.0	18.2	25.4
HIF activator	1.6	1.6	-17.9	-0.2	3.2
aSyn UTR inh	2.4	-57.5	-5.7	16.9	-4.5
HSF1 activator	7.8	-2.2	-2.0	-0.4	60.1*
HDAC3 inhib	0.8	11.5	-1.1	-0.2	.

#21 C=CCn1c(C)cc(C(=O)CSc2ccc(NC(C)=O)cc2)c1C
#22 CN1C(=S)N(c2ccccc2)C(=O)/C1=C/c1ccco1
#23 COCCNC(=S)N(CCc1c(C)[nH]c2ccc(F)cc12)Cc1ccc(C)cc1
#24 COc1cc2c(cc1OC)C(c1cc(Br)ccc1F)N(C(=O)CCl)CC2 (centres undefined)
#25 Nc1c(NCCN2CCCCC2)c2ccccc2oc1=O

Compound	21	22	23	24	25
HSP90 refold inh	3.5	-0.8	-2.5	9.2	-2.4
KLF5 inhibitor	-60.3	17.6	-29.2	-7.9	-14.8
HSF1 inh	-44.7	-0.7	5.0	-96.8*	-6.1
IEC-6 tox	5.3	2.3	-8.3	18.5	-2.1
Platelet DG rel	-0.5	-0.5	2.8	-4.5	9.9
AI-2 QS mod	29.6	12.6	10.9	33.6	5.9
HIF activator	1.3	-0.1	-2.8	-18.4	0.7
aSyn UTR inh	0.0	-5.1	15.2	-50.1	-37.0
HSF1 activator	-52.1	6.1	16.6	-97.1	-7.6
HDAC3 inhib	-0.4	2.1	14.9	9.5	3.3

#26 Cc1cc(=O)oc2c1c(C)nn2-c1ccc(Cl)cc1
#27 CCOC(=O)C1CCN(C(=O)CC(C)c2ccccc2)CC1 (centres undefined)
#28 COc1cc(C)c(Cl)cc1S(=O)(=O)n1ccnc1
#29 CCOC(=O)c1c(C)[nH]c(C(=O)COC(=O)/C=C/c2ccc(O)c(OC)c2)c1C
#30 Cc1nnc(SCC2=C(C(=O)O)N3C(=O)C(NC(=O)Cn4nc(C(F)F)cc4C)C3SC2)s1 (centres undefined)

Compound	26	27	28	29	30
HSP90 refold inh	1.6	0.8	-2.4	0.9	1.0
KLF5 inhibitor	9.5	18.3	-18.8	-2.2	-1.6
HSF1 inh	0.9	-43.9	-6.2	2.0	5.5
IEC-6 tox	-1.3	-7.3	-3.0	-3.2	-5.6
Platelet DG rel	-0.8	-1.0	-1.3	9.3	0.6
AI-2 QS mod	4.0	8.8	13.3	28.6	-6.6
HIF activator	0.1	0.6	-0.1	0.7	-0.5
aSyn UTR inh	-36.3	4.2	2.4	7.0	2.4
HSF1 activator	7.9	-56.5	-11.8	5.3	24.2
HDAC3 inhib	3.4	-0.1	0.6	2.9	4.1

#31 Cc1c(Nc2nc(-c3ccccc3)cs2)c(=O)n(-c2ccccc2)n1C
#32 O=C(OC1CCOC1=O)c1ccc(NS(=O)(=O)c2cccs2)cc1 (centres undefined)
#33 Cn1c(=O)c(=O)n(C)c2cc(S(=O)(=O)N3CC(=O)N(CCc4ccccc4)C(=O)C3)ccc21
#34 COc1ccc(N2C(=O)CC(N3CCN(c4ccc(S(=O)(=O)N5CCCC5)cc4)CC3)C2=O)cc1 (centres undefined)
#35 Cc1nn(CC(O)CN2c3ccccc3Sc3ccccc32)c(C)c1Br (centres undefined)

Compound	31	32	33	34	35
HSP90 refold inh	5.5	2.3	8.6	-0.1	0.4
KLF5 inhibitor	-22.8	-8.5	0.2	-9.0	-21.5
HSF1 inh	-8.8	-5.9	-0.5	-5.1	4.7
IEC-6 tox	9.4	4.1	-9.0	-0.7	-4.7
Platelet DG rel	-10.6	4.9	-2.9	5.4	-141.5
AI-2 QS mod	-24.7	41.4	14.8	26.2	10.0
HIF activator	0.8	-0.2	0.1	0.0	-0.6
aSyn UTR inh	-13.4	-3.1	-1.7	-5.3	23.7
HSF1 activator	3.9	5.4	-13.4	-9.5	-6.5
HDAC3 inhib	-2.0	.	-1.6	-3.4	-8.2

Only IEC-6 tox, for 3 of the compounds above:
#	SMILES	IEC-6 tox
28	COc1cc(C)c(Cl)cc1S(=O)(=O)n1ccnc1	-3.0
11	CSc1ccccc1NC(=O)CN(c1ccccc1)S(=O)(=O)N(C)C	-2.2
24	COc1cc2c(cc1OC)C(c1cc(Br)ccc1F)N(C(=O)CCl)CC2 (centres undefined)	18.5

Going on with the list:
#36 C=C(C)CN(CC)C(=O)CC1C(=O)NCCN1CC(C)(C)C (centres undefined)
#37 COC(=O)Cn1c2ccccc2c2nc(=O)cc(C)n21
#38 S=C(NCCc1ccccn1)Nc1cc(Cl)cc(Cl)c1
#39 Cc1ccnc(NS(=O)(=O)c2ccc(NC(=O)C3CCCO3)cc2)n1 (centres undefined)
#40 CC(O)c1ccc2c(c1)OCCOCCN(C)CCOCCO2 (centres undefined)

Compound	36	37	38	39	40
HSP90 refold inh	2.5	-1.9	3.8	-1.6	-0.6
KLF5 inhibitor	8.4	-37.2	-19.3	-16.3	-18.9
HSF1 inh	-3.2	3.7	9.7	-5.6	-1.3
IEC-6 tox	5.5	-6.0	0.8	-2.2	-0.4
Platelet DG rel	4.2	-13.0	5.5	9.2	17.3
AI-2 QS mod	9.5	51.4	-28.6	11.9	-0.4
HIF activator	0.1	0.1	-0.2	.	-0.2
aSyn UTR inh	1.1	-35.0	-21.7	-13.7	2.5
HSF1 activator	-4.7	-7.6	7.4	-6.6	-8.6
HDAC3 inhib	-1.4	-3.6	6.8	-2.8	-1.7

#41 CCOc1ccc(C(=O)/C=C/Nc2ccc(S(=O)(=O)Nc3cc(C)nc(C)n3)cc2)cc1
#42 O=C(Nc1ccc(O)cc1)c1cc2ccccc2c(=O)s1
#43 CCC(=O)c1ccc(OCC(=O)OC(C)C(=O)NCc2ccc3c(c2)OCO3)cc1 (centres undefined)
#44 O=C(COC(=O)/C=C/c1ccc(C(F)(F)F)cc1)NCC1CCCCC1
#45 Cc1ccc(Cn2ccsc2=NC(=O)CCl)cc1
#46 COc1ccc(S(=O)(=O)N2CCOCC2)cc1NC(=O)CCc1nc2ccccc2c(=O)[nH]1
#47 COc1cc(/C=N/n2c(C3CCCCC3)n[nH]c2=S)cc(Br)c1O

Compound	41	42	43	44	45	46	47
HSP90 refold inh	-2.3	-3.6	.	.	-1.1	-0.3	-2.9
KLF5 inhibitor	-11.8	-122.8	.	.	-30.7	6.2	-28.8
HSF1 inh	4.2	5.6	7.9	1.5	.	-0.5	-11.1
IEC-6 tox	-0.4	4.1	.	.	92.6*	8.1	-3.5
Platelet DG rel	0.4	-10.0	8.3	11.0	-2.8	-1.9	3.6
AI-2 QS mod	30.7	12.3	10.0	14.9	1.5	4.5	28.1
HIF activator	0.2	4.6	-0.2	0.3	.	-0.3	0.0
aSyn UTR inh	5.8	-114.2	1.5	-9.4	.	22.9	15.1
HSF1 activator	3.1	18.2	-2.5	15.4	.	-12.9	-11.4
HDAC3 inhib	6.7	-0.9	-2.8	1.3	-0.3	-3.0	-1.6
